# Furin inh = human furin inhibitors, primary screen, biochemical, fluorescence intensity; P09958; purified furin, fluorogenic substrate cleavage; inhibition, % at 30 µM; 220,000 tested, 0.061% active; AID 463115, 2010; in the data active means inhibition above about 25%; further: inactives centre near -15
# PERK inh = block of dimerizer-induced PERK translation repression, primary screen, PERK inhibitor project, CHO PERK-DD cells, SEAP luminescence, HTS; 220,000 tested, 0.17% active; inhibition, % at 5.6 µM; Eukaryotic translation initiation factor 2-alpha kinase 3 (Homo sapiens), Q9NZJ5; CHO PERK-DD fusion, SEAP luminescence translation reporter;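 active means inhibition above the mean inhibition of all tested compounds plus 3 SD, set separately per screening campaign, cut at about 2.9% in these data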;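 further: PERK kinase domain activated by AP20187 dimerizer at 100 nM; 0% = DMSO with dimerizer and 100% = rapamycin at 8.4 µM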
# p97 ATPase inh = inhibitors of human p97 ATPase, primary screen, biochemical | AID 1481, 2009 | 220,000 tested, 0.42% active | recombinant p97 ATPase, Kinase-Glo ATP luminescence, 3 h | Transitional endoplasmic reticulum ATPase (Homo sapiens), P55072 | inhibition, % at 8 µM; in the data active means inhibition above about 15%;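 further: 0% = DMSO vehicle and 100% = wells lacking enzyme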
# Wee1 degr inh = Wee1 degradation inhibitors, primary screen, cell-based, HeLa, Wee1K328M-luciferase, luminescence. Wee1-like protein kinase (Homo sapiens), P30291. HeLa Luc-Wee1K328M stability; 100% = proteasome inhibitor MG132 effect. reporter increase, % at 5 µM. 220,000 tested, 1.2% active. AID 1321, 2008;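 active means activation above the mean of all tested compounds plus 3 SD, set per screening run, cut at about 8.8% in these data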;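 further: cells exposed to compound for 20 h before luminescence read; 0% = DMSO alone and 100% = MG132 at 30 µM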
# FXIa inh 1536 = human FXIa protease inhibitors, primary screen, biochemical, 1536-well; 220,000 tested, 0.14% active; inhibition, % at 5 µM; purified FXIa, Boc-Glu-Ala-Arg-AMC fluorogenic substrate;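 active means inhibition of at least 40%; inactive means inhibition below 40%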;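 further: fluorescence of freed AMC excited at 355 nm; 0% = enzyme without compound and 100% = no enzyme blank; many of its hits are not listed in these tables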
# Target sequence (P03951 19-387 limits assumed): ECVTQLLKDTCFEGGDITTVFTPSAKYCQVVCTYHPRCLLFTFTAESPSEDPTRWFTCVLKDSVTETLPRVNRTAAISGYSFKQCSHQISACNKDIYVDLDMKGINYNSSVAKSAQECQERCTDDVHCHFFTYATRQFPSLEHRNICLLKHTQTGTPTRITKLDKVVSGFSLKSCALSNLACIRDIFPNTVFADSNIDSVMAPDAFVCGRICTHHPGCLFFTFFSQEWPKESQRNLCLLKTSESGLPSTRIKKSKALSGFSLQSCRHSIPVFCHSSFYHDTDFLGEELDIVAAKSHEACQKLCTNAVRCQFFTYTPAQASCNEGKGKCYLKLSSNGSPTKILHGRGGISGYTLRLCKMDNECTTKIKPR
# Target sequence (P03951 388-625 limits assumed): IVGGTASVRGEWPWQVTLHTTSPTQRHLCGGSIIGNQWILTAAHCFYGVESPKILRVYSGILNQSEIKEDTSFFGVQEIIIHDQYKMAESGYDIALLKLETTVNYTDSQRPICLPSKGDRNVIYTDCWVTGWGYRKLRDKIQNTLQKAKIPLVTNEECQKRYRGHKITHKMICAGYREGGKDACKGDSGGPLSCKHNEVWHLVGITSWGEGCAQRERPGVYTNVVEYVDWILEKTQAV
# hK5 inh = human KLK5 protease inhibitors, primary screen, biochemical, 1536-well; Kallikrein-5 (Homo sapiens), Q9Y337; recombinant hK5, fluorogenic AMC substrate cleavage; inhibition, % at 5 µM; 210,000 tested, 0.59% active; AID 873, 2007;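 active means inhibition of 40% or more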;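 further: 0% = enzyme controls without compound and 100% = no-enzyme blanks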
# Target sequence (Q9Y337 67-293 limits assumed): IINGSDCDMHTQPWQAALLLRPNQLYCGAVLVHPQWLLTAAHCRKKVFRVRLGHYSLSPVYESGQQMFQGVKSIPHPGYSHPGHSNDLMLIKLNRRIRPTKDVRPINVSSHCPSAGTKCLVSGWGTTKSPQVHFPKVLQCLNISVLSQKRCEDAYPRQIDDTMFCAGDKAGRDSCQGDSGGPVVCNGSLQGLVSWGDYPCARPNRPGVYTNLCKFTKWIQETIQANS
# Thrombin inh = human alpha-thrombin inhibitors, primary screen, counter-screen for coagulation protease inhibitor project, biochemical, 1536-well, fluorogenic AMC substrate. Prothrombin (Homo sapiens), P00734. Boc-VPR-AMC fluorogenic substrate cleavage. inhibition, % at 5 µM. 220,000 tested, 0.26% active. AID 1046, 2008;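 active means inhibition at or above 40%; inactive means inhibition below 40%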;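 further: 0% = enzyme with no compound and 100% = wells without enzyme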
#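 Assay system: human alpha-thrombin enzyme. Reagent: Boc-VPR-AMC substrate, 15 µM final. Compound dosing: one concentration per compound, 5 µM, with 0.2% DMSO. Incubation: room-temperature reaction. Technique: AMC fluorescence, 355/460 nm. Measure: % inhibition relative to enzyme controls and enzyme-free blanks.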
# FXIIa inh 1536 = human FXIIa protease inhibitors, primary screen, biochemical, 1536-well; Coagulation factor XII (Homo sapiens), P00748; purified FXIIa, Boc-QGR-AMC fluorogenic substrate, 2 h; inhibition, % at 5 µM; 220,000 tested, 0.3% active; AID 800, 2007; in the data active means inhibition above about 40%;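 further: 0% = enzyme with no compound and 100% = blank without enzyme; many of its hits are not listed in these tables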
# KCC2 mod = KCC2 cotransporter modulators, thallium flux, primary screen, cell-based, HEK293 KCC2, FluoZin-2 fluorescence, MLSMR; Solute carrier family 12 member 5 (Homo sapiens), Q9H2X9; KCC2 cells, thallium flux FluoZin-2 fluorescence; B-score of Tl+ flux slope (higher = more flux/activation; lower = inhibition) at 10 µM; 190,000 tested, 2.2% active; AID 1456, 2008;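 active means thallium flux slope and its plate-corrected score both differing from the plate sample mean at a set confidence after two filtering rounds, in either direction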;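 further: slope of fluorescence scaled to starting intensity during 10 to 20 s after thallium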
# An asterisk follows results filed as active; . = no result given; [ ] = another dose, or the depositor's remark.
SMILES,Furin inh,PERK inh,p97 ATPase inh,Wee1 degr inh,FXIa inh 1536,hK5 inh,Thrombin inh,FXIIa inh 1536,KCC2 mod
O=C(O)/C=C/C(=O)Nc1ccc2c(c1)C(=O)c1ccccc1C2=O,-11,0.2,4,9.9*,2,3,-3,14,-0.071
Cc1ccc(/C=N/NC(=O)c2cccs2)o1,-6,0.5,5,0,3,-3,-1,11,0.72
COc1ccc(OC)c2[nH]c(=O)c(CCNC(=O)c3ccc(S(=O)(=O)N4CCCCC4)cc3)cc12,-9,0.5,7,-1,-1,-7,-7,-9,-1.5
CCOc1ccc(N2C(=O)C(CC(=O)Nc3ccccc3)N(Cc3ccccn3)C2=S)cc1 (centres undefined),-6,0.3,5,4,-2,-4,-6,4,0.2
COC(=O)c1cccc(NC(=S)N2CCN(c3ccccc3F)CC2)c1,-27,0.4,-2,3,1,14,4,6,0.0033
CC1(C)CC(=O)C2=C(C1)N(c1ccccc1)C(N)=C(C#N)C2c1ccccc1 (centres undefined),-14[20 µM],-1.0,1,-1,-1,-4,0,7,0.0057
C/C(=N/NS(=O)(=O)c1ccccc1)c1ccc(NC(=O)C2CC2)cc1,-27,2.3,0,-1,4,.,1,8,0.15
Cc1ccccc1CNC(=O)/C=C\C(=O)O,-3,0.7,-4,-1,20,39,16,27,0.026
Cc1oc(-c2ccccc2)cc1C(=O)NC1CCN(Cc2ccccc2)CC1,-28,0.1,-4,8,-2,4,1,9,1.1
CC1CC(C)(C)NC(=S)N1CCC(=O)N1CCc2ccccc21 (centres undefined),-13,0.2,4,1,-3,-1,-2,8,.
Cc1ccc(OCc2nc(-c3ccccc3)no2)cc1,-20,2.7,1,2,0,-1,-2,7,-0.1
CCOC(=O)N1CCN(Cc2ccccc2Cl)CC1,-15[20 µM],-0.5,0,3,-2,-8,2,15,0.51
Cc1cccc(NC(=O)CSc2nnc(Cn3nnc(-c4ccccc4)n3)n2-c2ccccc2)c1,-10,0.7,2,2,3,0,-5,8,-0.029
O=C(O)/C=C\C(=O)Nc1ccc(N2CCN(c3ccc(Cl)c(Cl)c3)CC2)cc1,-16,0.5,5,-3,1,4,-6,11,-1.8
O=C(Nc1ccc(S(=O)(=O)Nc2nccs2)cc1)c1cc(-c2ccncc2)nc2ccccc12,-10,2.0,11,-1,-12,-26,-5,1,-0.48
CCOc1ccc(C(C)=O)cc1N1C(=O)C2C3C=CC(C3)C2C1=O (centres undefined),-11[20 µM],-0.1,-3,1,-22,1,-6,-1,.
Clc1ccccc1C1=Nn2c(nnc2-c2ccco2)SC1,-16,-0.7,4,-1,2,2,1,5,0.23
Cc1ccccc1C(=O)Nc1cccc(-c2ccc3nncn3n2)c1,-26,0.4,3,2,-7,-4,-4,3,-0.85
Cc1ccc(CNC(=O)CC2C(=O)Nc3c2c(=O)n(C)c(=O)n3Cc2ccccc2)cc1 (centres undefined),-32[20 µM],0.5,1,1,1,-1,-21,-1,-2.4
Cc1ccc(C(=O)NC(=S)Nc2ccccc2C)cc1,-27,0.8,7,-3,0,-10,-7,5,27*
CC(NC(=S)Nc1c(Cl)cccc1OC(F)F)C(C)(C)C (centres undefined),-7,0.3,1,-1,3,-4,-16,16,1.9
O=C1CC(N2CCC(c3nc4ccccc4o3)CC2)C(=O)N1c1ccc(Cl)c(C(F)(F)F)c1 (centres undefined),-15[20 µM],-0.3,-2,1,42*,-21,-4,-8,.
N/C(=N\O)C1COc2ccccc2O1 (centres undefined),-30,0.8,0,2,3,-18,1,19,-0.43
C/C(=N\NC(=O)Cn1c(-c2ccccn2)nc2ccccc21)c1cccc(O)c1,-27,0.5,3,3,-3,-1,9,3,-1.5
CCOC(=O)c1sc(NC(=O)c2ccncc2)nc1C,-18[20 µM],0.5,-2,-1,12,0,2,18,1.3
c1csc(CSc2nnc3sc4ccccc4n23)c1,-26[20 µM],-0.5,3,0,10,-3,1,13,-0.79
Cc1cccc(-n2c(C)nc3sccc3c2=O)c1,-3[20 µM],0.1,-2,2,7,-9,2,16,.
COc1ccc(-c2c3c(=O)n(C)c(=O)n(C)c3cn2-c2cccc(OC)c2)cc1,-16[20 µM],0.1,3,0,7,3,-1,8,1.6
O=C(CSCc1nc2ccccc2[nH]1)N1CCN(c2cccc(Cl)c2)CC1,-7[20 µM],-0.7,2,1,-4,-7,-2,4,-1
O=C(Nc1ccc(Br)c(Cl)c1)c1ccco1,-6[20 µM],-0.4,-10,-2,-8,-18,-11,-5,-0.98
O=C(Nc1ccc(CN2CCS(=O)(=O)CC2)cc1)c1ccc(F)cc1,-18,0.1,11,9.7*,3,2,0,7,0.4
Cc1cc(NC(=O)CCC(=O)N(Cc2ccco2)C2(C(=O)NC3CCCCC3)CCN(C)CC2)no1,-17,-0.7,3,8,8,-11,3,18,-5.9*
O=C(Nc1cc2c3c(c1)C1CCCC1CN3CC1CCCC21)c1ccccc1 (centres undefined),-16[20 µM],0.1,4,-4,2,3,2,7,0.068
O=C(O)CCCC(=O)NCCCc1ccccc1,-21,1.1,-4,-1,7,5,2,16,2.2
O=C(O)c1ccc(-c2nc(-c3ccc(Cl)cc3)cs2)cc1,-16,0.7,-1,8,-1,-3,-6,12,-0.75
CCOC(=O)CC1C(=O)NCCN1S(=O)(=O)c1ccc(F)cc1 (centres undefined),-7,0.5,-3,2,6,6,3,11,-0.22
O=C(CSc1ncn[nH]1)c1ccc2c(c1)OCCO2,-14[20 µM],0.4,-5,3,-10,6,19,-15,-0.32
O=C(Cn1nc(C(F)F)cc1C(F)F)NNC(=S)Nc1ccc([N+](=O)[O-])cc1,-15,0.1,5,-1,-2,-8,-1,8,.
OC1(c2cccc(C(F)(F)F)c2)CCNCC1,-16[20 µM],0.0,-3,2,-8,-24,-9,-1,0.29
Nc1nonc1C(=O)NCCc1ccccc1,-24,1.5,4,-1,-5,6,0,0,.
COc1ccc(-c2nnc(SCCC(=O)O)n2-c2ccccc2)cc1OC,-24[20 µM],-0.3,0,0,0,-15,-3,12,0.75
COc1ccc(-c2ccc(-c3noc(-c4cccc(OC)c4)n3)c(OC)n2)cc1,-50,2.2,8,3,-6,60*,-1,-10,.
CC(NS(=O)(=O)c1ccc(CCC(=O)N2CCN(C)CC2)cc1)c1ccccc1 (centres undefined),-32[20 µM],-0.5,0,-2,1,-6,8,2,-0.22
Cc1ccc(-n2cc3c(=O)n(C)c(=O)n(C)c3c2)cc1C,-3,-1.5,-9,0,3,-6,5,9,0.85
CC(O)CNC(=O)Cc1cc(=O)[nH]c(=O)[nH]1 (centres undefined),-7,1.2,1,0,5,5,4,18,0.54
NC1=NC(c2cn[nH]c2-c2cccc(F)c2)n2c(nc3ccccc32)N1 (centres undefined),-24,0.7,1,-2,-6,-22,1,-8,-0.041
CCOc1ncnc2c1oc1nc(CC(C)C)c3c(c12)CC(C)(C)OC3,-10[20 µM],-0.3,4,-4,3,1,0,15,-1.1
CC(=O)NCCNC(=O)CCNC(=O)c1ccc(Cl)cc1,-12[20 µM],0.2,-2,2,2,16,8,11,-0.0076

# Looked up above:
# Under Wee1 degr inh, CC(O)CNC(=O)Cc1cc(=O)[nH]c(=O)[nH]1 (centres undefined) has 0
# Under FXIa inh 1536, O=C(Cn1nc(C(F)F)cc1C(F)F)NNC(=S)Nc1ccc([N+](=O)[O-])cc1 has -2

# (further entries)
SMILES,Furin inh,PERK inh,p97 ATPase inh,Wee1 degr inh,FXIa inh 1536,hK5 inh,Thrombin inh,FXIIa inh 1536,KCC2 mod
COc1ccc(O)c(C(=O)/C=C/c2cc3ccccc3o2)c1,-14[20 µM],0.9,0,-2,.,.,.,.,.
Cc1noc(C)c1S(=O)(=O)N1CCC(C(=O)N2CCN(C3CCCC3)CC2)CC1,-17[20 µM],1.2,5,-4,-12,2,-4,23,.
CN(C)C(=O)c1ccc(-n2cnc3ccccc3c2=O)cc1,-23,0.8,5,0,-1,-1,-1,9,0.28
Cc1ccc(C)c(Cn2c(=O)n(CCCC(=O)NCc3ccco3)c(=O)c3sccc32)c1,-24[20 µM],-0.2,5,2,-4,-13,-3,-20,-1.3
CC(=O)C(C)Oc1ccc2c3c(c(=O)oc2c1)CCCCC3 (centres undefined),-15[20 µM],0.1,0,0,-6,-9,-8,-3,0.14
O=S(=O)(NCCCO)c1ccc2c(c1)Cc1cc(S(=O)(=O)NCCCO)ccc1-2,-13,0.5,0,3,10,2,-2,19,.
O=C(CSc1ncn[nH]1)N1CCOCC1,-23,1.1,4,-5,-2,1,-9,4,-1.3
O=C(/C=C/c1ccc([N+](=O)[O-])cc1)NCCSc1ccccc1,-14[20 µM],0.5,0,4,1,-17,-6,4,.
CN(c1ncnc(N)c1[N+](=O)[O-])C1CCS(=O)(=O)C1 (centres undefined),-5,-0.5,5,0,1,5,2,9,.
Cc1cc(C(=O)CSc2nncs2)c(C)n1Cc1ccco1,-28,0.9,3,3,2,9,1,9,0.23
Cc1cc(=O)n(-c2ccccc2Cl)[nH]1,-18,-0.3,6,-2,5,4,-7,13,1.1
COCCNC(=O)c1ccc(C2SCC(=O)N2Cc2ccco2)cc1 (centres undefined),-16,0.1,1,-1,-6,-3,-13,-3,0.31
CN(C)Cc1ccc(O)c(CCc2ccccc2)n1,-14[20 µM],0.6,-1,0,5,10,-1,5,-1.7
CC1CCN(c2ccccc2NC(=S)NC(=O)c2ccc(-c3cccc([N+](=O)[O-])c3)o2)CC1,-24[20 µM],0.7,2,4,6,-19,-6,10,2.4
COc1ccccc1Nc1nc(N)nc(CSC(=S)N2CCCCC2C)n1 (centres undefined),-19,-0.3,0,2,7,-2,-5,4,-1.2
COc1ccccc1CCNC(=O)CSc1nnc2ccc(-c3ccncc3)nn12,-11,0.4,3,2,-1,-2,-2,6,-0.23
C=CCn1c(COc2ccc(Cl)cc2)nnc1SCC(=O)N/N=C/c1cccc(O)c1,-20[20 µM],0.7,3,-2,2,-7,-6,10,.
CCOC(=O)c1c(NC(=O)CC(C)C)sc(C(C)=O)c1C,-15[20 µM],0.2,-4,-1,-7,-5,-1,1,-0.16
COc1ccc(C2=NOC(C(=O)NCc3cccs3)C2)cc1OC (centres undefined),-15[20 µM],0.1,7,1,-6,-1,2,11,.
Cc1c(Cl)cccc1N(CC(=O)NC1CCCCC1)S(C)(=O)=O,-10,0.1,1,1,3,4,-1,11,-0.7
O=c1c2ccccc2nc2n1CCN2Cc1ccc(Cl)cc1,-29,-0.7,1,-1,-3,-3,-5,9,-0.95
O=C(CCn1nc(-c2ccc(Cl)cc2)c2ccccc2c1=O)Nc1cccnc1,-10,-0.2,3,-4,4,2,-6,8,-1.3
CCN(Cc1ccccc1)C(c1ccc(C(F)(F)F)cc1)c1nnnn1C(C)(C)C (centres undefined),-14[20 µM],1.2,-3,-1,6,-12,2,14,-0.26

# From PubChem BioAssay
